# High-throughput results deposited in PubChem by National Center for Advancing Translational Sciences (NCATS).
# GPT2 inh = blocks human glutamate pyruvate transaminase 2 | Recombinant GPT2, coupled pyruvate oxidase/HRP Amplex Red fluorescence | Potency, µM (highest dose often 57.7 µM), without a hit: top-dose activity change, negative = inhibition, usual class: inhibitors | 100,000 tested, 0.25% active; also: potency is read from the fitted curve at half-maximal effect; nearly all actives have a fitted effect of over 60% in size; many of its hits are not listed in these tables
# Target sequence (Q8TD30 whole entry, looked up): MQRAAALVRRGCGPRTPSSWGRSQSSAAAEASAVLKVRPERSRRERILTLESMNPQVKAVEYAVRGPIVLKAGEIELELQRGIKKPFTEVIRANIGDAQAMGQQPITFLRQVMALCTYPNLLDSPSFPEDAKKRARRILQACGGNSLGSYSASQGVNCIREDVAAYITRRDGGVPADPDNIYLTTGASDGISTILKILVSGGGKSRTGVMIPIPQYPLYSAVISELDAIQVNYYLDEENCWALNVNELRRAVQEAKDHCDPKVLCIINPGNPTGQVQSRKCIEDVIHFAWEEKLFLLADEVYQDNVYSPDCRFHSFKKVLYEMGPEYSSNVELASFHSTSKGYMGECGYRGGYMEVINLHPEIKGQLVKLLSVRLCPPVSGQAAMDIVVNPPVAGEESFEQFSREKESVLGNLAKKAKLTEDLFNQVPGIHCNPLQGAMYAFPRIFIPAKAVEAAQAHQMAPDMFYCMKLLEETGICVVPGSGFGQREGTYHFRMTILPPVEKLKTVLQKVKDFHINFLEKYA
#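 Recombinant GPT2 (10ng/uL) with 250uM a-KG and 2mM L-alanine, 30 min at room temperature, in HEPES pH 7.5 buffer. Pyruvate detected by pyruvate oxidase/HRP/Amplex Red fluorescence after 30 min in the dark; AOA (50uM) as positive control.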
# Luciferase inh = Photinus pyralis luciferase inhibition; 76,000 tested, 2.5% active; purified P. pyralis luciferase, luminescence, biochemical; AID 1347043; P08659; Potency, µM (highest dose often 115 µM), without a hit: at the highest dose activity change, negative = inhibition, actives largely listed as inhibitors; also: potency is read from the fitted curve at half-maximal effect; nearly all actives have a fitted effect of over 65% in size
#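 Biochemical qHTS: compound (6-point titration) added to 10uM D-luciferin plus 10uM ATP in Tris acetate pH 7.5 buffer with Mg, Tween-20 and BSA, then purified enzyme at 10nM; light output imaged.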
# SNCA viab count = counter-screen for SNCA expression inhibitors: cell viability | AID 1671193 | 150,000 tested, 0.12% active | Potency, µM (highest dose often 57.1 µM), for inactives: at the highest dose activity change, negative = cytotoxicity, hits mostly cytotoxic | HEK-293-SNCA-luc viability, GF-AFC fluorescence, 24 h;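 also: potency is read from the fitted curve at half-maximal effect; 0% = DMSO-treated cells and -100% = medium-only wells without cells; nearly all actives have a fitted effect of over 30% in size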
#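 Cytotoxicity counterscreen: after 24 h compound treatment of genome-edited SNCA-luciferase HEK-293 cells, live-cell protease substrate GF-AFC read by fluorescence after 30 min; activity scaled between DMSO (0%) and medium-only (-100%), curves Hill-fitted.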
# 3T3 cytotox = cytotoxic compounds in NIH 3T3 cells. 94,000 tested, 4.3% active. NIH 3T3 viability, CellTiter-Glo ATP luminescence, 48-72 h. Potency, µM (series often up to 96.7 µM), for inactives: top-dose activity change, negative = cytotoxicity, usual class: inhibitors. AID 1345082; also: potency is read from the fitted curve at half-maximal effect; nearly all actives have a fitted effect of over 55% in size
#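 NIH 3T3 cells at 400 cells/well received 23 nL of compound by pintool and were incubated 48 or 72 h at 37 °C. Viability was read as ATP-coupled CellTiter-Glo luminescence.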
# HEK293 tox = HEK 293 cell cytotoxicity. HEK 293 viability, ATP luminescence (CellTiter-Glo), 48-72 h. Potency, µM (titrated, usually from 115 µM), for the others: at the top dose activity change, negative = cytotoxicity, usual class: inhibitors. 94,000 tested, 6.6% active. AID 1345083; also: potency is read from the fitted curve at half-maximal effect; nearly all actives have a fitted effect of over 60% in size
#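 Cells seeded first (HEK 293, 250 cells/well), then compound added by pintool. Incubation ran 48 or 72 hr at 37 degree Celsius. CellTiter-Glo was added and luminescence imaged after 10 min at room temperature.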
# IP6K1 inhibitor = IP6K1 kinase inhibition; IP6K1 kinase, ADP-Glo luminescence, 2 h; hits give low values; Q92551; 140,000 tested, 0.81% active; activity change, % (series mostly up to about 58 µM); in the data active = activity change below about -25%
# Target sequence (Q92551 whole entry, looked up): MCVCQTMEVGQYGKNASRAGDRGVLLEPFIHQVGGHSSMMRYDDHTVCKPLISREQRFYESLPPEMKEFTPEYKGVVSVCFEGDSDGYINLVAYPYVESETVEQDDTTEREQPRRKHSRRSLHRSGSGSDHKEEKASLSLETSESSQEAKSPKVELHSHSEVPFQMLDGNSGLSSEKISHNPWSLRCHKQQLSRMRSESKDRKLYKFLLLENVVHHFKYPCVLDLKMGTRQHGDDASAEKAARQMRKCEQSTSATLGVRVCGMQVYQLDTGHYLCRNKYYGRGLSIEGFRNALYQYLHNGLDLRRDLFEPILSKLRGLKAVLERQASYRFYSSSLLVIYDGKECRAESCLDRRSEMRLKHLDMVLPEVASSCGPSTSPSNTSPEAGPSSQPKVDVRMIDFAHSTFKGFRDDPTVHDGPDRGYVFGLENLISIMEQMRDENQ
#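 ADP-Glo luminescence measures ADP made by human IP6K1 during a 2 h RT reaction with ATP/IP6 (mix at 1.3 mM/130 uM); top library doses 57.5 and 19.1 uM final.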
# SNCA expr inhib = inhibitors of alpha-synuclein (SNCA) gene expression | HEK-293 SNCA-luciferase knock-in, luminescence, 24 h | 140,000 tested, 0.17% active | Potency, µM (top dose mostly 57.2 µM), without a hit: at the top dose activity change, negative = inhibition, most hits filed as inhibitors;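 also: potency is read from the fitted curve at half-maximal effect; plate controls were DMSO cells for no effect and cell-free wells for full effect; nearly all actives have a fitted effect of over 45% in size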
# An asterisk follows results filed as active; i = inactive; ? = inconclusive; . = no result given; [ ] = remark or other dose. Unless noted, calls follow the shape of the dose curve; as a rule, active = well fitted curve in the direction sought with a large enough effect; inconclusive = small, poorly fitted or top-dose-only effect, or another doubt; inactive = no such curve, though single readings can be large; an effect the other way counts as inactive or inconclusive. Unless noted, % is scaled to controls: 0 for no effect and ±100 for the full control effect. No enrichment for hits; overall some 7.8% were active at least once.
SMILES,GPT2 inh,Luciferase inh,SNCA viab count,3T3 cytotox,HEK293 tox,IP6K1 inhibitor,SNCA expr inhib
CC1(C(=O)NCCc2ccc(F)cc2)CCOCC1,i,.,0.8%[87.6 µM],-3.6%[138 µM],3.8%[172 µM],-19.8,3.4%[87.6 µM]
COc1ccccc1N1CCN(C(=O)c2ccc3c(c2)N(Cc2ccccc2)C(=O)c2ccccc2S3(=O)=O)CC1,.,.,8.9%,.,.,-3.2,11.4%
CCN1c2cc(C(=O)NCc3ccc(OC)cc3OC)ccc2C(=O)N2CCCCCC21 (centres undefined),3.4%,2.4%,21.0%[12.5 µM],?,?,10.4,-28.3%
COc1cc2nc(Nc3cccc(F)c3)nc(N)c2cc1OC,.,.,-24.2%,.,.,6.9,13.1%
COc1cc(Cl)c(NC(=O)c2cc(CN3CCCC3)on2)c(OC)c1,.,.,3.5%,.,.,3.3,19.5%
COc1cccc(-n2cc(C(=O)Nc3cc(C)c(Cl)cc3OC)c3ccccc3c2=O)c1,.,.,3.1%,.,.,-4.7,-16.7%
O=C(C1CCCC1)N1CCCC(Cc2nc(C3CCOCC3)no2)C1 (centres undefined),-0.2%,-3.4%,-6.3%,-16.0%,4.2%,0.6,0.7%
Cc1ccc(C(=O)NC[C@H]2O[C@@H](CC(=O)N3CCCC3)[C@H](O)[C@@H]2O)cc1,-0.9%[88.5 µM],-3.9%[172 µM],-4.8%[87.6 µM],-14.2%[174 µM],i,0.0,-7.3%[87.6 µM]
CC1CCN(C(=O)CSc2c3c(nc4cc(Cl)ccc24)CCCC3)CC1,.,.,?,.,.,17.7,?
COCCC(=O)N[C@H]1C[C@@H](c2nc(-c3cnccn3)no2)N(C)C1,0.5%[88.5 µM],-6.8%[172 µM],-1.9%[87.6 µM],3.9%[174 µM],-3.0%[172 µM],-12.1,-19.4%[87.6 µM]
CCOCc1nc(C2CCCN(C(=O)Nc3cccc(F)c3C)C2)no1 (centres undefined),i,?,2.7%[12.5 µM],-4.6%,7.4%,11.6,87.2%[activator]
O=C(Nc1sc2c(c1C(=O)Nc1ccc(Cl)cc1)CCCC2)c1cccs1,.,.,-2.0%,.,.,21.8,-0.6%
Cc1ccc(-n2c(C3CCN(C(=O)c4ccc5cc[nH]c5c4)CC3)n[nH]c2=O)cc1,-1.9%,-3.4%,-5.8%,31.6µM*,9.6%,11.1,3.8%
CCn1nc(C)c(CCNC(=O)C2CCC(=O)N(C3CCCC3)C2)c1C (centres undefined),-10.4%[11.5 µM],-1.9%,3.0%,-11.7%,-3.3%,-25.0*,-8.5%
CN(C)C[C@@H]1CN(c2ncccn2)C[C@H]1NC(=O)Cc1cccc(Cl)c1,i,2.1%,-4.7%,1.7%,i,11.7,-0.6%
O=C1CC(c2noc(-c3cccc(F)c3)n2)CN1C1CCCCC1 (centres undefined),i,-1.5%,-15.7%,?,?,12.2,-20.3%
O=C(c1ccc(-c2cccs2)cc1)N1CCC(N[S+](=O)([O-])c2cccs2)CC1,?,.,5.2%[12.5 µM],?,44.7µM*,0.9,-4.2%
CC(=O)Nc1ccc(CN2CC(N3CCc4ccccc43)C2)cc1,i,.,-4.9%,1.8%,i,-12.2,-2.7%
N#Cc1nccnc1N1CCN(C2CCC3(CCNCC3)CC2)CC1,2.6%,-4.4%,-24.5%,?,?,12.0,6.1%
O=C(Cc1cccc(F)c1)N1CCC(Oc2ccccc2)C1 (centres undefined),i,-5.8%,0.3%,-39.0%,-12.9%,5.0,28.8%
Cc1ccc2c(c1)-c1c(c(C(=O)N3CCN(c4cc(Cl)ccc4C)CC3)nn1C)CS2,.,.,6.0%,.,.,0.6,-26.7%
CC(C)Oc1ccc(CNC(=O)Cn2c(-c3cccs3)cc3ccccc32)cc1,.,.,3.3%,.,.,1.5,-15.3%
COC(=O)[C@H](NC(=O)[C@@H]1C[C@H](NC(=O)Nc2ccc(OC)cc2)CN1C(=O)C=C(C)C)C(C)C,2.3%,-10.0%,-12.4%,-17.6%,-1.9%,-4.3,-21.6%
Cn1nccc1C(=O)N1CC[C@H]2C(=O)NCCCCCCN(Cc3ccncc3)[C@@H]2C1,i,-13.0%,0.5%,-16.1%,i,7.6,?
COc1ccc(N2CC3CCC(C2)N3Cc2cccc(-c3cccs3)c2)cc1,-13.8%,.,-4.0%,-11.3%,?,-1.6,1.6%
CCOc1ccccc1N1CC(c2nc3ccccc3n2CCCOc2ccccc2OC)CC1=O (centres undefined),.,.,11.4%,.,.,-6.3,-10.8%
Cc1ccc(C)c(NC(=O)CSc2nc(-c3ccccc3)cc(=O)[nH]2)c1,.,.,1.6%,.,.,-18.1,-8.6%
O=C(NCCOc1ccccc1)C1CN(c2ccc(Cl)cc2)C(=O)N1 (centres undefined),i,0.3%,0.0%,-3.9%,-5.3%,-3.4,-14.5%
CN(C)c1nc2c(c(=O)[nH]1)CCN(C(=O)C(c1ccccc1)C1CCCC1)C2 (centres undefined),i,-4.4%,-11.0%,-20.8%,?,-11.3,5.9%
COc1ccc2[nH]c3c(c2c1)CCNC31CCN(C(=O)c2ccoc2)CC1,i,-8.9%,-5.7%[12.5 µM],?,-21.6%,-9.0,?
CCCN(CCC)C(=O)[C@@]12CCCC[C@H]1N(CCC(C)C)C(=O)CC2,?,-7.0%,-12.4%,?,?,-6.1,-13.7%
Cn1cc(CCCC(=O)NCc2ccccc2Cl)c2ccccc21,.,.,4.6%,.,.,4.5,-15.5%
COc1ccccc1C(=O)N1CCCC1c1noc(COc2ccc(F)cc2)n1 (centres undefined),i,3.1%,-2.7%,-2.2%,2.5%,-8.6,6.4%
Cn1ccnc1CNC(=O)C[C@@H]1C[C@H]2O[C@H](CN)[C@@H](O)[C@H]2O1,i,8.1%[172 µM],-2.3%[87.6 µM],-4.5%[174 µM],3.4%[172 µM],-3.1,-27.3%[87.6 µM]
O=C(CSCc1ccc(F)cc1)N1CCN(c2ccccc2)CC1,.,.,2.7%,.,.,25.4,122.6%[activator]
O=C(Nc1ccc(Cl)cc1)N1CCN(Cc2ccccc2-c2ccccc2F)CC1,-5.8%,.,5.3%[12.5 µM],?,?,-8.8,?
Cc1cc(C)n(CC(=O)N2CCCn3ccnc3C2c2cnn(C)c2)n1 (centres undefined),i,3.8%,-11.8%,-4.0%,-9.6%,1.8,10.8%
CC(=O)N1CCC([C@@H]2CN(C3CCN(CC(C)C)CC3)C[C@H]2CO)CC1,i,9.6%,-5.4%[12.5 µM],-4.3%,-3.5%,-5.3,19.1%
Cc1ccccc1Nc1cc(C(=O)NC2CCCC2)c2ccccc2n1,.,.,-12.2%,.,.,3.6,-3.9%
CN(C(=O)c1ccccc1F)C1CCc2ccccc21 (centres undefined),i,-13.7%[172 µM],0.2%[87.6 µM],-29.8%[138 µM],?,3.7,-15.9%[87.6 µM]

# For reference, 9 of the compounds above:
SMILES,GPT2 inh,Luciferase inh,SNCA viab count,3T3 cytotox,HEK293 tox,IP6K1 inhibitor,SNCA expr inhib
Cc1ccc2c(c1)-c1c(c(C(=O)N3CCN(c4cc(Cl)ccc4C)CC3)nn1C)CS2,.,.,6.0%,.,.,0.6,-26.7%
CC(C)Oc1ccc(CNC(=O)Cn2c(-c3cccs3)cc3ccccc32)cc1,.,.,3.3%,.,.,1.5,-15.3%
COC(=O)[C@H](NC(=O)[C@@H]1C[C@H](NC(=O)Nc2ccc(OC)cc2)CN1C(=O)C=C(C)C)C(C)C,2.3%,-10.0%,-12.4%,-17.6%,-1.9%,-4.3,-21.6%
Cn1nccc1C(=O)N1CC[C@H]2C(=O)NCCCCCCN(Cc3ccncc3)[C@@H]2C1,i,-13.0%,0.5%,-16.1%,i,7.6,?
COc1ccc(N2CC3CCC(C2)N3Cc2cccc(-c3cccs3)c2)cc1,-13.8%,.,-4.0%,-11.3%,?,-1.6,1.6%
CCOc1ccccc1N1CC(c2nc3ccccc3n2CCCOc2ccccc2OC)CC1=O (centres undefined),.,.,11.4%,.,.,-6.3,-10.8%
Cc1ccc(C)c(NC(=O)CSc2nc(-c3ccccc3)cc(=O)[nH]2)c1,.,.,1.6%,.,.,-18.1,-8.6%
O=C(NCCOc1ccccc1)C1CN(c2ccc(Cl)cc2)C(=O)N1 (centres undefined),i,0.3%,0.0%,-3.9%,-5.3%,-3.4,-14.5%
CN(C)c1nc2c(c(=O)[nH]1)CCN(C(=O)C(c1ccccc1)C1CCCC1)C2 (centres undefined),i,-4.4%,-11.0%,-20.8%,?,-11.3,5.9%

# Later entries:
SMILES,GPT2 inh,Luciferase inh,SNCA viab count,3T3 cytotox,HEK293 tox,IP6K1 inhibitor,SNCA expr inhib
CN(CC1CCOC1)C(=O)Nc1cc(F)ccc1F (centres undefined),0.5%,-0.5%,10.8%,-9.1%,-16.3%,18.8,38.8%[activator]
Cc1ccc(Cl)cc1N1CCN(C(=O)c2cc(S(=O)(=O)N3CCC(C)CC3)cn2C)CC1,.,.,-0.6%,.,.,1.7,0.2%
COc1ccc(-c2nnc(SCC(=O)NCc3ccc(C)cc3)nc2-c2ccc(OC)c(OC)c2)cc1OC,.,.,?,.,.,0.9,-27.5%
O=C1NC(C(=O)NCc2cccc(F)c2)Cn2cccc21 (centres undefined),-9.9%,0.0%,-7.3%,-6.6%,i,5.6,-11.0%
CN(C)C(=O)N1CCCC(C(=O)N2CCC3(CC2)CC(=O)Nc2ccccc2O3)C1 (centres undefined),i,.,4.7%,-15.0%,1.6%,-9.0,-9.8%
C#CCNC(=O)C[C@@H]1O[C@H](CNC(=O)c2ccco2)[C@@H](O)[C@H]1O,i,-7.1%[172 µM],8.4%[87.6 µM],-16.2%[174 µM],-2.3%[172 µM],-5.0,-2.8%[87.6 µM]
CO[C@@H]1COCC[C@H]1NC(=O)c1ccc(CSc2ccccn2)cc1,3.7%,-16.0%,-1.1%,-25.2%,-10.9%,-2.3,1.7%
COCCCNC(=O)c1ccc(-n2c(-c3ccccc3)cc3c2CCCC3)cc1,.,.,-5.5%,.,.,-0.6,-2.5%
Cc1noc([C@@H]2CN(Cc3cc(F)ccc3F)C[C@H]2CO)n1,i,1.8%,0.2%,i,i,-6.4,6.0%
COc1ccc(C2(C(=O)N3c4ccccc4CC3c3noc(C4CCOCC4)n3)CC2)cc1 (centres undefined),-8.8%,25.1µM*,-10.4%,?,?,3.6,134.7%[activator]
